EBV LMP1 NFkB: inhibitors of Epstein-Barr LMP1-induced NF-kappaB reporter | 350,000 compounds, 0.69% hits | LMP1-induced NF-kappaB luciferase reporter cells, luminescence | inhibition, % at 12.5 µM; in the data active = inhibition above about 41%;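 also: 0% = neutral control wells and 100% = reference inhibitor control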
NOD2-RIPK2 inh: blocks binding of human NOD2 to RIPK2; CHO BLA complementation NOD2-RIPK2, CCF4 ratio; 360,000 compounds, 0.38% hits; inhibition, % at 4.98 µM; O43353; AID 624267; in the data active = inhibition above about 21%;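 also: 0% = vehicle only and 100% = reference blocker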
Vif inh: HIV Vif inhibition. HEK293T cells, Vif self-association by quenched fluorescence, imaging, 24 h. inhibition, % at 7.49 µM. 340,000 compounds, 0.35% hits. AID 602346; in the data active = inhibition above about 50%, passing the limit was not always enough; also: some results filed as inactive read as strong as hits
NCOA2 inhibitor: inhibits human steroid receptor coactivator 2; inhibition, % at 9 µM; AID 651957; 370,000 compounds, 0.17% hits; HEK293 GAL4-SRC2 luciferase reporter, luminescence; Q15596;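 active = inhibition above the mean inhibition of all tested compounds plus 3 SD, set per campaign, cut at about 52% in these data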;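 also: 0% = DMSO treated cells and 100% = cells given Gossypol at 36 µM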
Target sequence (Q15596 whole entry, looked up, the tested form may be a part): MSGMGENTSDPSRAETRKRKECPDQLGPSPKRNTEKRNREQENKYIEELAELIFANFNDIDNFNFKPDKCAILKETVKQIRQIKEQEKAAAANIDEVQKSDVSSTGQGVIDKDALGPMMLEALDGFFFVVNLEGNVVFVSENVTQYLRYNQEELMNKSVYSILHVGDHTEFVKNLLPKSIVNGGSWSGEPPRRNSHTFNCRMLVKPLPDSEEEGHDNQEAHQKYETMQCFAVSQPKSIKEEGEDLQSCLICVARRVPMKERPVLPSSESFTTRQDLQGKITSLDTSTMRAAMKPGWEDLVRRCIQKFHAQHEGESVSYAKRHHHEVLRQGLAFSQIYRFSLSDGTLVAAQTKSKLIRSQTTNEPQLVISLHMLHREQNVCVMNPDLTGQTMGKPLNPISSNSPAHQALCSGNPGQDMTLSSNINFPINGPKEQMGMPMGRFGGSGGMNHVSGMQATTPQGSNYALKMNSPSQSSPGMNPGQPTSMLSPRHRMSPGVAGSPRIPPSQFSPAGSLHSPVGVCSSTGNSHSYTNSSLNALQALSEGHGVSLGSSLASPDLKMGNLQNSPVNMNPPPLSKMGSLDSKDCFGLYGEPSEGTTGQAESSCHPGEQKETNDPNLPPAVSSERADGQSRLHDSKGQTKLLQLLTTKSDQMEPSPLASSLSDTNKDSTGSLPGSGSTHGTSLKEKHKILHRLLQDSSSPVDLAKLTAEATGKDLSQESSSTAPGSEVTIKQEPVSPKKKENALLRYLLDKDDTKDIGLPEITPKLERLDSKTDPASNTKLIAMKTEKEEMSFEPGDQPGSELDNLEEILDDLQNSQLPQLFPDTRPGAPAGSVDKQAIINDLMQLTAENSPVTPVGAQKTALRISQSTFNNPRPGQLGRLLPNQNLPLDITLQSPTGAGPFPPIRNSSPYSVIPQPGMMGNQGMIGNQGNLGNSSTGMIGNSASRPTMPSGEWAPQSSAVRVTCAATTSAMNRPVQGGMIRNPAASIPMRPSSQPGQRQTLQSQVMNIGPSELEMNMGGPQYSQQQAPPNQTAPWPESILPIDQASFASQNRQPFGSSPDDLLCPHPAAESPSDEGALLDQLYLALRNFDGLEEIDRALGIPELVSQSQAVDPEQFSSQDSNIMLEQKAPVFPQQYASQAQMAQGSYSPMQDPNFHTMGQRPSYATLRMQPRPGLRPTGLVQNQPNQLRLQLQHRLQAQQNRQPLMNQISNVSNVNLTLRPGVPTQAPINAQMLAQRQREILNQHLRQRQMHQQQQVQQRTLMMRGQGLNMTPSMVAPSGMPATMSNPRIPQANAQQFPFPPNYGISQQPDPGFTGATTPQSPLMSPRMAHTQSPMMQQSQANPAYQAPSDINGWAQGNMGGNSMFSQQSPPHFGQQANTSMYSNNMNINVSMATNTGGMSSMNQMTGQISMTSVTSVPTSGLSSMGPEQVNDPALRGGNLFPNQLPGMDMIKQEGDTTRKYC
TROY NFkB inh: inhibitors of TROY-dependent NF-kB signaling; AID 1347056; 360,000 compounds, 0.98% hits; inhibition, % at 10 µM; Q293 LMP1-TROYcd NF-kB luciferase reporter, 4 h;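 active = compounds whose plate-normalised and pattern-corrected inhibition of the luciferase reporter signal at the single screening dose is 50% or more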
SRC3 inh: human NCOA3 inhibition | HEK293 GAL4-SRC3 luciferase reporter, luminescence | inhibition, % at 3.6 µM | AID 588352 | 360,000 compounds, 0.17% hits;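 active = inhibition above a per-campaign cutoff, the mean of all compounds plus 3 SD, cut at about 60% in these data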;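 also: 0% = DMSO-treated cells and 100% = gossypol-treated cells at 36 µM; higher means less SRC3-driven luciferase light from the GAL4 reporter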
NCOA1 inh: inhibitors of human steroid receptor coactivator 1 (SRC1). Q15788. inhibition, % at 3.6 µM. 360,000 compounds, 0.12% hits. HEK293 GAL4-SRC1 luciferase reporter, luminescence. AID 588354;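 active = inhibition above the campaign mean plus 3 SD, with each screening campaign given its own cutoff, cut at about 60% in these data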;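 also: 0% = DMSO treated cells and 100% = gossypol at 36 µM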
C8 TRAIL sens: caspase-8 TRAIL sensitization; inhibition (viability loss, TRAIL sensitization), % at 10 µM; NB7+C8 cells + TRAIL, ATPlite viability luminescence; AID 624354; 360,000 compounds, 1% hits;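 active = compounds causing at least 50% loss of cell viability in the single-dose screen, relative to plate controls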
COUP-TFII inh: inhibitors of human COUP-TFII (NR2F2); HEK293T NGFI-A luciferase reporter, luminescence; inhibition, % at 8.6 µM; 370,000 compounds, 0.7% hits; AID 686940;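 active = inhibition above a per-plate cutoff, mean inhibition of test wells between control levels plus 3 SD, cut at about 38% in these data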;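 also: cells cotransfected with COUP-TFII expression vector driving the NGFI-A reporter; 0% = median of COUP-TF2 test wells and 100% = reporter-only cells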
NR5A2 inv ag: inverse agonists of human LRH-1 (NR5A2); 360,000 compounds, 0.13% hits; inhibition, % at 3.6 µM; HEK293T StAR-luciferase reporter, LRH-1 transfected, 24 h; O00482; AID 602396;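 active = inhibition above the mean inhibition of all tested compounds plus 3 SD, cut at about 73% in these data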;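 also: 0% = DMSO wells and 100% = reporter-only cells lacking LRH-1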
TLR9-MyD88 inh: TLR9-MyD88 interaction inhibition; Q9NR96+Q99836; CHO BLA complementation TLR9-MyD88, CCF4 FRET ratio; inhibition, % at 4.98 µM; 340,000 compounds, 0.21% hits;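 active = inhibition above the mean over all tested compounds plus 3 SD, cut at about 21% in these data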;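 also: 0% = DMSO only wells and 100% = clavulanate BLA inhibitor control wells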
* = called active by the depositor; / = not tested or not shown.

A first look, 4 compounds:
The line under a structure holds: EBV LMP1 NFkB	NOD2-RIPK2 inh	Vif inh	NCOA2 inhibitor	TROY NFkB inh	SRC3 inh	NCOA1 inh	C8 TRAIL sens	COUP-TFII inh	NR5A2 inv ag	TLR9-MyD88 inh
Cn1c(SCc2ccc(Cl)cc2)nnc1C1CC1
→ -9.3	2.8	-5.4	-17.3	-5.1	9.5	7.2	-11.8	-21.6	-13.6	5.7
O=C(CCCCCn1c(=S)[nH]c2cc3c(cc2c1=O)OCO3)N1CCN(C2CCCCC2)CC1
→ -12.9	0.4	6.5	-21.8	-0.9	-8.4	-34.0	3.6	24.9	-14.8	-0.5
Cc1ccc2[nH]c(-c3cccc(N)c3)cc2c1
→ -54.5	-8.1	4.5	-16.5	-64.8	-159.6	-100.5	-14.3	-4.6	-14.1	-4.2
CC(=O)c1ccccc1NC(=O)Cn1c(=O)cnc2ccccc21
→ -3.1	-4.0	-2.2	-23.3	4.8	0.7	-5.7	0.1	2.4	-3.4	-1.6

The list itself, repeating the preview:
The line under a structure holds: EBV LMP1 NFkB	NOD2-RIPK2 inh	Vif inh	NCOA2 inhibitor	TROY NFkB inh	SRC3 inh	NCOA1 inh	C8 TRAIL sens	COUP-TFII inh	NR5A2 inv ag	TLR9-MyD88 inh
Cn1c(SCc2ccc(Cl)cc2)nnc1C1CC1
→ -9.3	2.8	-5.4	-17.3	-5.1	9.5	7.2	-11.8	-21.6	-13.6	5.7
O=C(CCCCCn1c(=S)[nH]c2cc3c(cc2c1=O)OCO3)N1CCN(C2CCCCC2)CC1
→ -12.9	0.4	6.5	-21.8	-0.9	-8.4	-34.0	3.6	24.9	-14.8	-0.5
Cc1ccc2[nH]c(-c3cccc(N)c3)cc2c1
→ -54.5	-8.1	4.5	-16.5	-64.8	-159.6	-100.5	-14.3	-4.6	-14.1	-4.2
CC(=O)c1ccccc1NC(=O)Cn1c(=O)cnc2ccccc21
→ -3.1	-4.0	-2.2	-23.3	4.8	0.7	-5.7	0.1	2.4	-3.4	-1.6
CC(C)N(Cc1cnn(C)c1)Cc1nc(-c2ccc(Cl)cc2)no1
→ -2.6	7.2	-0.5	4.2	-8.5	8.4	-0.3	16.2	0.8	-4.7	-6.8
CCOC(=O)Cn1c(=O)c2c(nc(N3CCOCC3)n2C)n(C)c1=O
→ -7.0	-8.1	-3.8	7.9	-6.4	29.0	16.6	-24.2	23.7	10.4	-2.3
N#C/C(=C(/O)c1cc2ccccc2o1)c1nc2ccccc2s1
→ -14.6	-8.1	-2.7	-8.1	34.9	-10.1	-15.0	2.9	-4.4	-18.6	4.6
CCC(=O)Nc1ccc(C(=O)NNC(=O)c2cc(OC)c(OC)c(OC)c2)cc1
→ -2.3	5.3	6.0	-11.0	13.0	13.1	3.3	-0.3	11.1	-5.0	1.6
O=C1C2ON(c3ccccc3)C(c3cccnc3)C2C(=O)N1c1ccccc1 (centres undefined)
→ -0.4	1.5	/	1.2	5.5	2.5	-0.2	-20.8	3.1	13.1	1.4
CCC(=O)Nc1nnc(Sc2ccc(N(C)C)cc2)s1
→ -7.0	12.6	3.8	-38.7	-17.6	14.1	2.5	6.7	7.1	5.1	-5.7
NC(=S)Nc1cc2ccccc2c2ccccc12
→ -10.6	-10.9	-1.7	34.3	-17.1	20.2	6.3	0.4	30.1	1.8	2.3
Cc1ccc(C(=O)N/C(=C\c2ccco2)C(=O)N2CCOCC2)cc1C
→ -2.0	0.0	1.1	-4.3	-4.1	-13.3	-27.1	-2.5	-4.2	-6.6	3.8
COc1cc(-c2noc(C)c2-c2ccc(N(C)C)nc2)cc(OC)c1OC
→ 11.7	9.2	20.5	2.5	7.2	32.1	-13.8	9.6	-80.4	52.0	-6.4
COc1cc(NC(=O)Cc2cccs2)c(C(=O)O)cc1OC
→ 4.8	-4.7	5.0	13.9	-11.9	14.2	-6.2	-6.9	11.1	6.9	/
Cc1nc2ccccn2c1C(=O)N/N=C/c1cc(C)n(-c2ccc(Cl)cc2)c1C
→ -2.2	-0.4	-15.8	-8.7	-0.1	-9.7	-8.1	-0.8	-8.2	-32.8	2.0
O=C1CC(c2ccc(Cl)cc2)CC(O)=C1C=NCc1ccc(Cl)c(Cl)c1 (centres undefined)
→ -18.9	-1.2	/	-9.9	39.6	5.0	-2.0	-7.2	1.1	2.1	-2.8
CCSc1ccc(C(=O)NCC(=O)O)cc1
→ 6.9	-15.4	5.6	-10.3	-36.9	12.3	6.5	-13.0	2.9	7.9	5.2
CC(C)c1ccc(NC(=O)NC2CCCCC2)cc1
→ -78.9	-4.2	-5.4	/	-42.9	-71.5	-117.6	23.1	/	-152.5	-14.1
Cc1cccc(Cn2c(=O)n(CCCC(=O)NCc3ccco3)c(=O)c3ccccc32)c1
→ -3.0	10.0	-6.5	15.0	19.1	-3.1	0.8	-13.5	6.3	18.7	9.0
NC(=O)[C@@H]1CCNc2c(I)cc([N+](=O)[O-])cc2C(=O)N[C@@H](CCC(=O)O)C(=O)N[C@@H](CO)C(=O)N1
→ -4.3	2.7	-1.9	/	-6.0	5.7	7.4	2.8	/	-0.3	-9.2

Other entries follow:
The line under a structure holds: EBV LMP1 NFkB	NOD2-RIPK2 inh	Vif inh	NCOA2 inhibitor	TROY NFkB inh	SRC3 inh	NCOA1 inh	C8 TRAIL sens	COUP-TFII inh	NR5A2 inv ag	TLR9-MyD88 inh
COc1ccc(CN(C)C(=O)CCN2C(=O)c3ccccc3C2=O)c(OC)c1OC
→ -1.7	-5.9	-0.7	1.2	1.6	13.3	-11.5	8.5	28.1	-12.2	-10.3
COC(=O)[C@]12CCCCC=C1N(Cc1ccccc1)C(=O)[C@H](CC(=O)NCC13CC4CC(CC(C4)C1)C3)C2
→ /	-3.8	/	-4.6	10.4	/	/	-3.1	17.3	-1.7	/
COCCNC(=S)NN=C1CCCCCC1
→ -9.5	-7.3	1.8	-51.3	0.8	6.8	4.5	0.2	7.1	5.0	-11.7
Oc1ccc(-c2[nH]ncc2-c2ccc(Cl)cc2)c(O)c1
→ -4.4	11.9	-19.2	22.8	15.7	14.1	-10.8	-12.1	-0.7	16.5	0.9
Cc1cc(C)c2c(N)c(S(=O)(=O)Cc3ccccc3)sc2n1
→ 4.6	2.9	-4.7	6.3	-15.7	7.2	-12.5	12.8	-16.3	1.6	-6.5
O=C(CSc1nc2nc(-c3cccs3)cc(C(F)(F)F)c2c(=O)[nH]1)C(F)(F)F
→ 9.5	-5.3	-8.8	34.1	4.4	16.6	17.2	19.9	38.1*	-13.1	-9.4
O=C(CCc1c[nH]c2ccccc12)NC1CC1
→ -7.5	-2.9	10.6	-2.7	-29.6	14.6	-9.5	-10.6	-12.6	4.4	-0.7
Cc1cnc(C(=O)Nc2cc(S(=O)(=O)N3CCOCC3)ccc2N2CCN(C)CC2)cn1
→ 0.3	3.3	-0.2	1.8	2.7	8.2	-5.4	-1.2	2.8	15.6	4.4
Oc1ccc(N=Nc2ccc3c(c2)OCCO3)c2ncccc12
→ -6.3	-19.4	-6.3	56.8*	59.9*	43.7	49.9	11.4	27.7	14.8	-4.8
Cc1nn(CC(=O)OCCOc2ccc(Br)cc2)c(C)c1[N+](=O)[O-]
→ 2.6	10.8	/	-13.5	-6.3	-7.5	4.2	-5.2	10.6	12.1	-2.5
N/C(=N\NC(=O)c1cccs1)c1cc2cc(Cl)ccc2oc1=O
→ 1.2	-8.2	1.9	-34.6	-43.7	-33.0	-53.3	10.2	-15.1	-102.1	7.6
Cc1ccc2cc(/C=C/C(=O)c3ccco3)c(Cl)nc2c1
→ /	7.3	-0.3	-9.7	-17.7	-12.4	-53.2	8.1	-2.1	-18.4	/
CCSc1ccc(/C(N)=N/OC(=O)c2cccs2)cn1
→ -19.0	-6.6	10.8	-51.4	-75.8	-43.7	-65.8	40.1	-17.7	-95.9	4.0
COc1ccc(/C=C2\SC(N3CCCCC3)=NC2=O)cc1OC
→ -2.6	2.9	-5.5	3.2	-0.1	-19.8	-23.3	-16.4	-15.3	-0.4	-7.9
O/N=C/c1ccc2ccccc2c1
→ 0.1	5.0	7.6	4.2	10.0	-7.8	-77.6	3.6	-23.3	-10.6	7.3
Cc1ccc(C(=O)N/N=C/c2cccnc2)cc1Cl
→ 12.5	-13.6	2.7	-40.7	-28.8	-5.8	16.9	-11.9	19.0	19.6	2.2
COC(=O)CSc1nnc(CNc2nc(-c3ccccc3)cs2)n1C
→ 2.5	4.5	3.0	-9.1	-3.5	10.4	0.0	13.0	-5.1	1.3	-7.8
O=C(COc1ccc(S(=O)(=O)N2CCOCC2)cc1)NCc1ccco1
→ 1.1	1.6	-2.4	-21.9	-6.2	0.5	-25.8	-4.5	-6.0	12.0	8.8
Cc1cccc(NC(=O)C2CCN(S(=O)(=O)c3cccs3)CC2)n1
→ 6.7	-11.1	-7.3	13.9	-2.5	3.9	-19.6	-4.8	2.8	1.8	7.2
COc1ccc(C2(C(=O)N3CCOCC3)CCOCC2)cc1OC
→ -1.4	1.5	-3.1	-22.3	-11.0	5.4	-11.8	-5.5	0.8	6.2	-5.5

Compound profiles (already shown). Order of values: EBV LMP1 NFkB	NOD2-RIPK2 inh	Vif inh	NCOA2 inhibitor	TROY NFkB inh	SRC3 inh	NCOA1 inh	C8 TRAIL sens	COUP-TFII inh	NR5A2 inv ag	TLR9-MyD88 inh
COCCNC(=S)NN=C1CCCCCC1 is listed as -9.5	-7.3	1.8	-51.3	0.8	6.8	4.5	0.2	7.1	5.0	-11.7
CCSc1ccc(/C(N)=N/OC(=O)c2cccs2)cn1 is listed as -19.0	-6.6	10.8	-51.4	-75.8	-43.7	-65.8	40.1	-17.7	-95.9	4.0
Cc1ccc(C(=O)N/N=C/c2cccnc2)cc1Cl is listed as 12.5	-13.6	2.7	-40.7	-28.8	-5.8	16.9	-11.9	19.0	19.6	2.2
Oc1ccc(-c2[nH]ncc2-c2ccc(Cl)cc2)c(O)c1 is listed as -4.4	11.9	-19.2	22.8	15.7	14.1	-10.8	-12.1	-0.7	16.5	0.9

The listing continues:
The line under a structure holds: EBV LMP1 NFkB	NOD2-RIPK2 inh	Vif inh	NCOA2 inhibitor	TROY NFkB inh	SRC3 inh	NCOA1 inh	C8 TRAIL sens	COUP-TFII inh	NR5A2 inv ag	TLR9-MyD88 inh
O=c1[nH]c(C2CCN(S(=O)(=O)Cc3ccccc3)CC2)nc2c1nnn2Cc1ccccc1
→ 2.4	-5.3	0.5	19.6	-11.1	-8.1	1.9	-5.3	12.2	20.5	-3.6
CC(NS(=O)(=O)c1ccc(F)cc1)C(=O)NCc1ccncc1 (centres undefined)
→ 1.5	7.3	/	-1.8	-6.2	-10.7	-13.9	8.4	1.6	-12.8	-16.1
c1ccc2oc(-c3[nH]ncc3CN(Cc3ccncc3)CC3CCCO3)cc2c1 (centres undefined)
→ -13.9	7.3	-9.0	-24.9	-14.1	7.5	-5.9	-3.5	10.0	-5.6	-2.1
CC1CCCN(S(=O)(=O)c2ccc(C(=O)NC(C)c3ccccc3)cc2)C1 (centres undefined)
→ -2.3	-13.4	/	1.4	-27.1	-3.0	-11.5	6.0	20.2	-2.2	0.1

Bioassay records from PubChem.

These rows are one share of the data; rates above refer to the full screens.
